Screens as filed in PubChem.
P. falciparum M1AAP: P. falciparum M1AAP inhibitors, biochemical, fluorogenic H-Leu-NHMec substrate, 1536-well (AID 1445) | one-dose inhibition, % at 30 µM; IC50 in µM for titrated hits | recombinant M1AAP, H-Leu-NHMec fluorogenic kinetic assay; higher % means a stronger effect | 0.42% of 220,000 active;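 active = primary inhibition above the hit cutoff, then over 50% inhibition at one or more dose response concentrations, cut at about 23% in these data, passing the limit was not always enough; inconclusive = conflicting primary data, or primary hits not chosen for dose response; inactive = low primary inhibition, or under 50% at every dose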;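 note: plate controls were DMSO full reaction for no effect and no enzyme background for full effect; strong numbers were not always called active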
PMI inhibition: human PMI inhibitors, high substrate, primary screen, biochemical, fluorescence intensity, high mannose 6-phosphate (AID 1220) | recombinant PMI enzyme, coupled fluorescence intensity; higher % means a stronger effect | one-dose inhibition, % at 20 µM; IC50 in µM for titrated hits | 0.66% of 190,000 active; in the data active = inhibition above about 50%
Salmonella PhoP GFP: inhibitors of PhoP regulon expression, primary screen, Salmonella Typhimurium, GFP reporter (AID 1863); S. Typhimurium PhoP-regulated promoter GFP reporter, 4 h; higher % means a stronger effect; one-dose inhibition, % at 50 µM; IC50 in µM for titrated hits; 0.16% of 300,000 active;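 active = inhibition over 29.93%, a cutoff 3 SD above the screen mean, later confirmed by dose response; inconclusive = inhibition over 29.93% but no dose response follow-up; inactive = inhibition at most 29.93% or unconfirmed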;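 note: 0% = low Mg2+ inducing control and 100% = high Mg2+ repressing control; strong numbers were not always called active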
M17LAP inhibition: P. falciparum M17LAP inhibitors, primary screen, biochemical, fluorogenic H-Leu-NHMec substrate, 1536-well (AID 1619). recombinant M17LAP, H-Leu-NHMec fluorogenic kinetic assay; higher % means a stronger effect. one-dose inhibition, % at 30 µM; IC50 in µM for titrated hits. 0.38% of 220,000 active;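 active = compound inhibiting the enzyme by more than half at any dose during confirmatory dose-response retesting; inconclusive = strong single-dose inhibitors picked by rank but not retested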;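 note: plate controls were full reaction with DMSO carrier for no effect and no enzyme background for full effect; strong numbers were not always called active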
XIAP antagonists: small molecules displacing peptide from XIAP – biochemical, IAP family, fluorescence polarization (AID 1018) | XIAP BIR domain, fluorescence polarization peptide displacement; higher % means a stronger effect | 0.007% of 200,000 active | one-dose displacement, % at 20 µM; IC50 in µM for titrated hits; in the data active = displacement above about 50%; note: a part of the inactive calls stands beside numbers as strong as those of hits
SIAH1 antagonists: Siah-1 peptide-binding antagonists, primary screen, biochemical, fluorescence polarization, rhodamine-plectin, uHTS (AID 1817); displacement, % at 20 µM; hits with a dose series show IC50 in µM; Siah-1 / rhodamine-plectin peptide fluorescence polarization; higher % means a stronger effect; 0.02% of 290,000 active;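 active = displacement of at least 50% at 20 µM, with a fluorescence ratio check between 0.3 and a set limit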;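 note: plate controls were Siah plus tracer with DMSO for no effect and tracer alone without Siah for full effect; strong numbers were not always called active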
Yfh1-off respiration: enhancers of respiration in Yfh1-depleted yeast, dose response, Friedreich's ataxia, plus single-dose screen (AID 1465); S. cerevisiae Yfh1-off respiration, WST-1 reduction, 72 h; higher fold induction means a stronger effect; fold induction at 50 µM; hits with a dose series show EC50 in µM; 0.074% of 220,000 active;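 active = fold induction of absorbance versus untreated yeast above a set limit, then at least 30% activation at any dose in follow-up; inconclusive = repeats straddling the limit, or above it without dose testing; inactive = fold induction below the set limit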;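 note: activators that raise dye reduction in frataxin-depleted yeast; strong numbers were not always called active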
West Nile virus CPE: West Nile virus antiviral activity, cell-based, CPE readout (AID 1621); West Nile virus-infected cells, CPE inhibition; higher % means a stronger effect; 0.02% of 290,000 active; CPE inhibition, % at 10 µM, or IC50 in µM where a hit was titrated; in the data active = a potency from the dose series; inconclusive = CPE inhibition mostly from about 3.7% at the one dose, without a potency; inactive = the rest, 99 in 100 with CPE inhibition below about 2.2%; note: strong numbers were not always called active
ER stress rescue: protection against thapsigargin-triggered cell killing – 384-well, CSM14.1, ATP luminescence, primary screen (AID 1222); CSM14.1 thapsigargin-induced death rescue, ATP luminescence; higher % means a stronger effect; cellular ATP content (survival), % at 20 µM; hits with a dose series show EC50 in µM; 190,000 tested, under 10 active;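 active = EC50 below 50 µM in the dose-response confirmation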;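 note: death triggered by thapsigargin at about 15 µM added after 2 h compound pretreatment; cell ATP read after overnight thapsigargin exposure of roughly 18 to 22 hours; normalized against plate controls of thapsigargin alone and 5% DMSO vehicle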
* hit, by the source's call; i = inactive; ? = inconclusive; . = not tested or not shown.

SMILES	P. falciparum M1AAP	PMI inhibition	Salmonella PhoP GFP	M17LAP inhibition	XIAP antagonists	SIAH1 antagonists	Yfh1-off respiration	West Nile virus CPE	ER stress rescue
Cc1cc(NC(=O)CN2C(=O)NC3(CCCCC3C)C2=O)no1 (stereo unspecified)	-1%	3%	6%	-1%	-0.5%	2%	i	-0.5%	0.9%
Cc1csc(NC(=O)CSc2nnc(-c3ccccn3)n2-c2ccc(C)c(C)c2)n1	8%	-4%	0%	13%	-1.9%	2%	?	-0.1%	-0.3%
COc1ccc(C(=O)NNC(=O)CSc2nnnn2C)cc1	-6%	10%	-4%	6%	-1.1%	2%	i	2.0%	-0.7%
COCc1cc(=O)n2[nH]c(C)nc2n1	-6%	4%	-10%	-3%	-9.9%	2%	i	-0.2%	-3.6%
C#CCOCCOCCOCCNc1nc(N2CCN(C(=O)C([C@@H](C)CC)n3cc(C(N)CC(C)C)nn3)CC2)nc(N2CCN(C(=O)[C@H](CCC(=O)O)n3cc(C(N)[C@H](C)CC)nn3)CC2)n1 (stereo partly specified)	3%	-3%	-5%	-4%	-1.2%	7%	i	-0.1%	-0.9%
NS(=O)(=O)c1ccc(NNC(=O)c2sccc2Cl)cc1	-4%	.	6%	-7%	.	-5%	i	0.9%	.
CCCC(=O)Nc1ccc(C(=O)n2ccc(C)n2)cc1	6%	11%	1%	21%	-6.8%	-1%	i	-0.4%	0.6%
O=C(O)CCCC(=O)NCCCc1ccccc1	-1%	2%	14%	4%	-1.7%	-5%	i	1.1%	-0.6%
O=S(=O)(c1ccccc1)N1CCn2c(nc3ccccc32)C1	5%	-9%	5%	9%	-5.8%	-2%	i	0.0%	0.5%
CC(=O)c1ccc(N2CCN(S(=O)(=O)c3cccc4nonc34)CC2)cc1	-4%	.	-2%	-1%	.	4%	i	-0.2%	.
Cc1ccc(S(=O)(=O)CC(O)COc2ccccc2C#N)cc1 (stereo unspecified)	8%	3%	-5%	0%	0.2%	-7%	i	0.1%	1.8%
N#Cc1nc(Cc2ccccc2)oc1NCc1ccccc1Cl	-5%	1%	6%	13%	-8.3%	-7%	.	.	-1.0%
CCOC(=O)c1cc(C(=O)OCC)c(=O)[nH]c1N1CCCC1	11%	-2%	-2%	20%	-8.7%	1%	i	-0.4%	-1.7%
COc1ccc(NC(=O)CN(C)S(=O)(=O)c2ccc3c(c2)CCC(=O)N3)c(OC)c1	-5%	-4%	-1%	1%	-2.1%	-2%	i	-0.1%	1.6%
CC(Nc1cc(N2CCN(C(=O)C(C)(C)C)CC2)ccc1[N+](=O)[O-])c1ccccc1 (stereo unspecified)	6%	31%	-3%	1%	0.3%	5%	i	0.4%	-0.6%
O=C(CCNC(=O)c1ccccc1)NCC1CCCCC1	-12%	2%	1%	8%	-8.6%	-1%	i	-0.5%	12%
COc1ccc(C(=O)NNC2=NC(C)(C)Cc3ccccc32)cc1	5%	2%	25%	1%	-5.3%	5%	i	0.3%	-2.0%
CCN1CCN(C(=O)c2ccccc2N(C)S(=O)(=O)c2ccc(C)cc2)CC1	4%	1%	-3%	12%	-10%	5%	i	-0.2%	-1.8%
C=CCNC(=S)Nc1ccc2nc(C)oc2c1	-4%	16%	-3%	-5%	-18%	0%	i	0.3%	-0.3%
Cc1ccc2nc(SCC(=O)c3ccc(Cl)s3)[nH]c2c1	5%	4%	-1%	0%	-3.4%	2%	i	.	-1.9%
Cc1nccc(-c2cccc(NC(=O)Nc3ccc(Cl)cc3)c2)n1	0%	.	-4%	1%	.	4%	i	-0.6%	.
O=c1c2cnn(-c3ccccc3)c2ncn1Cc1ccccc1	9%	-11%	-6%	-9%	-5.5%	8%	i	-1.1%	2.0%
O=C1CCN(C2CCN(Cc3nc(Cc4ccccc4F)no3)CC2)CCN1	4%	-4%	1%	-3%	-1.8%	0%	i	-1.0%	-1.5%
COc1ccccc1-c1nc(-c2ccc(Br)cc2)no1	-6%	4%	1%	0%	0.7%	3%	i	0.0%	-1.4%
CC(C)C(C(=O)NCc1ccco1)N(C(=O)CNS(=O)(=O)c1ccccc1)c1ccccc1 (stereo unspecified)	7%	-8%	7%	1%	-3.6%	13%	i	-0.5%	1.1%
Cc1ccc(C(=O)/C=C/Nc2cccc(O)c2)cc1	8%	8%	-22%	16%	-3.7%	2%	i	-0.5%	-5.8%
CC(=O)c1c(O)c2ccccc2n(C2CCCCC2)c1=O	1%	-8%	6%	-5%	-5.0%	1%	i	1.3%	3.3%
O=C(CN1CCN(Cc2ccc(F)cc2Cl)C1=O)NCCc1ccccc1	-8%	3%	10%	9%	-0.3%	4%	i	0.0%	-1.2%
Cc1ccc2nc3n(c(=O)c2c1)CCC3	1%	6%	0%	-1%	-2.5%	1%	i	-0.1%	3.0%
COc1ccc2c(CC(=O)Nc3ccccc3N3CCOCC3)coc2c1	6%	.	-8%	1%	.	-4%	i	-1.1%	.
Cc1nc2ncnn2c(C)c1CCC(=O)Oc1ccccc1	8%	-4%	-1%	4%	1.0%	2%	i	-0.7%	-1.2%
CN1C(=O)NC(c2ccc(O)cc2)C2=C1CN(c1ccccc1)C2=O (stereo unspecified)	1%	.	-2%	-7%	.	6%	i	0.1%	.
COc1ccc(CN2CCC(C(=O)N3CCN(c4ccccc4F)CC3)CC2)cc1OC	-2%	2%	6%	16%	3.3%	11%	i	-0.9%	2.1%
COc1cc(OC)cc(-c2nnc(SCC(=O)NCc3cccs3)o2)c1	5%	1%	-1%	-11%	-3.6%	3%	i	-0.6%	-1.1%
N#Cc1c(NC(=S)NC(=O)Cc2cccs2)sc2c1CCCCC2	6%	10%	-5%	39%	-1.7%	7%	.	.	-3.0%
Cc1ccc(NC(=S)N(CCCN2CCCC2)Cc2cccn2Cc2ccc(Cl)cc2)cc1	-4%	6%	3%	-6%	-8.7%	-5%	i	-0.6%	6.5%
N/C(=N/O)c1nc(N2CCCCC2)nc(N2CCCCC2)n1	-7%	5%	-5%	42%	-10%	5%	i	1.2%	-2.8%
CCC(c1nnc(SCC(=O)Nc2nnc(-c3ccccc3)o2)o1)N(C)C (stereo unspecified)	5%	-5%	3%	18%	21%	-1%	i	0.1%	-0.5%
Cc1ccc(C(=O)Nc2cccc(C(=O)NCc3ccccc3)c2)o1	10%	3%	0%	2%	-2.1%	4%	i	-0.6%	-2.6%
O=C(Nc1ccc(OCC(F)(F)C(F)F)c(C(F)(F)F)c1)c1ccccc1O	-4%	12%	-11%	9%	-2.6%	0%	i	?	-0.8%
CNS(=O)(=O)c1cnccc1N1CCN(c2cccc(C(F)(F)F)c2)CC1	0%	15%	5%	-7%	-4.3%	0%	i	0.3%	-0.1%
Cc1cc(C2=NNC(=Nc3ccc(S(=O)(=O)N4CCOCC4)cc3)SC2)c(C)n1CC1CCCO1 (stereo unspecified)	5%	-113%	8%	-20%	-4.3%	7%	i	0.3%	0.2%
CCOc1ccccc1N(CC(=O)Nc1ccccc1C(=O)NCc1ccco1)S(C)(=O)=O	21%	11%	-9%	3%	-2.2%	5%	i	-0.2%	-3.3%
Cc1ccnc(SCCn2c(N3CC(C)OC(C)C3)nc3c2c(=O)n(C)c(=O)n3C)n1 (stereo unspecified)	6%	-8%	-10%	7%	-5.7%	-4%	i	-0.4%	.
CN(C)CCNc1nc2sc3c(c2c(=O)n1CCc1ccccc1)CCCCC3	12%	.	27%	0%	.	-9%	i	-1.6%	.
C(=N\n1cnnc1SCc1ccccc1)/c1ccco1	7%	25%	-17%	10%	-6.5%	-1%	i	0.2%	-1.2%
COC(=O)c1cc2occc2n1Cc1nc(-c2cccc(Cl)c2)oc1C	3%	1%	-12%	2%	-2.0%	8%	.	.	-3.4%
Cc1ccc2oc(=O)c(/C=C(\O)CC(C)C)nc2c1	-1%	10%	-13%	-4%	-0.2%	13%	i	0.0%	0.6%
COc1ccccc1-n1c(=O)c(C#N)c(-c2ccc([N+](=O)[O-])cc2)c2cc(C(=O)c3ccccc3O)cnc21	12%	.	-12%	3%	.	1%	i	-0.3%	.
Cn1c(=O)c2c(nc(N3CCCCCC3)n2CC(=O)c2ccccc2)n(C)c1=O	3%	4%	-4%	-5%	-2.2%	-6%	i	0.2%	-0.8%

More entries.
SMILES	P. falciparum M1AAP	PMI inhibition	Salmonella PhoP GFP	M17LAP inhibition	XIAP antagonists	SIAH1 antagonists	Yfh1-off respiration	West Nile virus CPE	ER stress rescue
N#Cc1nc(-c2ccco2)oc1NCCCN1CCOCC1	7%	-1%	33%	-10%	-5.7%	3%	i	-0.2%	-1.6%
O=C(COC(=O)/C=C/c1ccco1)Nc1ncc(C(F)(F)F)cc1Cl	-3%	2%	10%	19%	-2.1%	12%	i	-0.4%	2.1%
CN1C(C(=O)NCc2cccc(C(F)(F)F)c2)CC2Cn3c(nc4ccccc43)C21 (stereo unspecified)	5%	.	-6%	13%	.	-2%	i	-0.7%	.
O=C(c1cccc([N+](=O)[O-])c1)N1CCOCC1	4%	-3%	13%	11%	-2.9%	10%	i	-0.3%	-2.6%
COc1ccc2nc(N/C(N)=N/C(=S)Nc3c(C)cccc3C)nc(C)c2c1	10%	5%	16%	-50%	-9.3%	4%	i	-1.2%	-3.0%
O=C(COc1ccc(F)cc1)NC1CC1	6%	-2%	0%	-16%	-0.6%	6%	i	-0.5%	-1.0%
C/C(NC(=O)c1ccccc1F)=C1\C(=O)C[C@@H]2[C@H]1C2(C)C	6%	13%	-2%	-1%	-3.8%	2%	i	0.2%	-0.5%
CNC(=O)NC(=O)C(C)OC(=O)c1c2c(nc3ccccc13)/C(=C/c1cccs1)CC2 (stereo unspecified)	4%	6%	-4%	8%	-5.8%	-2%	i	0.5%	-5.0%
Cn1cccc1C(=O)NC(=O)COC(=O)CNC(=O)c1ccc(Cl)cc1Cl	3%	9%	-5%	0%	-7.8%	0%	i	0.5%	3.4%
Brc1ccc(/C=N/N2CCN(C3c4ccccc4-c4ccccc43)CC2)s1	2%	16%	-6%	1%	2.2%	0%	i	0.0%	-0.2%
CC(=O)N1N=C(C)CC1c1ccc(O)cc1 (stereo unspecified)	-3%	0%	0%	4%	-0.7%	0%	i	-0.3%	0.5%
Cc1cc(-c2nnc(CCC(=O)N3CCN(Cc4cccc(F)c4)CC3)o2)c(C)o1	-3%	1%	-1%	-9%	-5.8%	-4%	i	0.1%	2.7%
